HCMV antiviral = blocks human cytomegalovirus replication. HFF cells, HCMV-luciferase reporter, 72 h; active compounds read low. activity change, negative = inhibition, % at 57.5 µM. 410,000 compounds, 4.5% hits; in the data active means activity change below about -60%; inconclusive means no clear call, values can overlap the other calls; inactive means above about -39%
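Luciferase read-out from HCMV-luciferase-infected HFFs (MOI 1 PFU/cell) 72 h post infection at 37C; compounds added after 16 h cell attachment; activity normalized between buffer-only basal and Salinomycin (10uM) inhibitor controls.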
AmpC detergent = blocks E. coli AmpC beta-lactamase in detergent assay; P00811; AmpC hydrolysis of nitrocefin, absorbance 480 nm, 0.01% Triton; Potency, µM (highest dose often 114 µM), for inactives: top-dose activity change, negative = inhibition, hits mostly inhibitors; 370,000 compounds, 0.041% hits; AID 485294; active means well fitted inhibition curve with a large enough effect; inconclusive means small, poorly fitted or top-dose-only effect;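 further: potency means the concentration at half of the fitted maximal effect; 0% = no-compound wells and -100% = no-enzyme wells; nearly all actives have a fitted effect of over 25% in size; some results filed as inactive show a strong effect at the top dose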
Target sequence (P00811 whole entry, looked up): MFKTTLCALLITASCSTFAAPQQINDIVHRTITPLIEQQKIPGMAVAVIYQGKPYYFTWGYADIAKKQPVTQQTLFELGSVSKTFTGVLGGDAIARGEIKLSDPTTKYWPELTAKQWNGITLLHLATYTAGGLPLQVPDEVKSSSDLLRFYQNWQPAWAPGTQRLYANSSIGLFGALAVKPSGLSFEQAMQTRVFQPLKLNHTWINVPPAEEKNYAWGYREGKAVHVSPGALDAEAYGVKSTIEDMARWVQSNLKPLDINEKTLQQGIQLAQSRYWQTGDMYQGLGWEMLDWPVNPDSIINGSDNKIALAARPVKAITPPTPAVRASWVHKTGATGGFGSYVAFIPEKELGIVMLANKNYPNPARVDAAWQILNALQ
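20 mM phosphate pH 7.0 + 0.01% (detergent screen) or 0.0001% Triton X-100; 5.3 nM AmpC reagent; cpd preinc 15 min RT; nitrocefin (800 uM stock) to start; A480 q20 s × 4 min; Activity was normalised to no-enzyme and no-compound control wells.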
Numbers without * were called inactive; ? = inconclusive. Unless noted, on the % scale 0 is the no-effect control and ±100 the full control effect. The list is partial. The share of hits here may be higher or lower than overall.

Each structure is followed by: AmpC detergent, HCMV antiviral
1. CCCn1c(SCc2nc(-c3ccc(OC)cc3OC)no2)nnc1-c1ccc(Cl)cc1
  2%, 0
2. COCCNC(=O)C(=O)NCC(c1cccnc1)N1CCN(c2ccccc2OC)CC1 (stereo not given)
  15%, -7
3. COc1cccc(NC(=O)C2CCN(S(=O)(=O)c3c(C)noc3C)CC2)c1
  16%, -6
4. Cc1cccc(Cc2c(C)nc3nc(SCC(=O)NC4CCCCC4)nn3c2C)c1
  9%, -21
5. O=C(NCCCc1nc2ccccc2n1Cc1ccc(Cl)cc1)c1ccco1
  11%, -32
6. CCOC(=O)c1sc2ccccc2c1S(=O)(=O)Nc1ccc(CC)cc1
  11%, -1
7. O=C(NCCc1ccccc1)c1ccc2c(c1)N(Cc1ccccc1F)C(=O)c1ccccc1S2=O (stereo not given)
  2%, 44
8. COc1cccc(CNC(=O)c2c(C)nn(-c3cccc(C)c3)c2-n2cccc2)c1
  3%, ?
9. Cc1ccc(NC(=O)CCCn2c(=O)c3cccn3c3ccccc32)c(Cl)c1
  9%, ?
10. O=C(NC1CC(=O)N(c2ccccc2)C1)c1ccc(S(=O)(=O)N2CCOCC2)cc1 (stereo not given)
  -1%, -31
11. CCOC(=O)c1ccc(NC(=O)c2nc(SCc3ccccc3F)ncc2Cl)cc1
  7%, 22
12. Cc1cc(C)cc(NC(=O)CSc2nnc(CNC(=O)c3c(F)cccc3Cl)o2)c1
  11%, 8
13. O=C(COc1ccc(Cl)cc1)NCCc1csc(-c2ccc(F)cc2)n1
  3%, 2
14. CCCCn1cc(S(=O)(=O)c2ccc(C)c(C)c2)c(=O)c2cc(F)c(N3CCN(C)CC3)cc21
  -2%, -2
15. Cc1ccc(C)c(NC(=O)C2CCCN(S(=O)(=O)c3cn(C)cn3)C2)c1 (stereo not given)
  2%, 45
16. CCc1cccc(CC)c1NC(=O)CCS(=O)(=O)c1ccc2c(c1)CCN2C(C)=O
  1%, -17
17. COc1ccc(C(CC(=O)NCc2ccc(Cl)cc2)N2Cc3ccccc3C2=O)cc1OC (stereo not given)
  9%, 2
18. Cc1ccc(NC(=O)c2cc(S(=O)(=O)N3CCCC(C)C3)cn2C)c(Br)c1 (stereo not given)
  -8%, -28
19. Cc1cccc(C(=O)Nc2nc(-c3ccc(Br)cc3)ns2)c1
  17%, -20
20. Cc1ccc2c(c1)N(C(=O)N1CCC(C(=O)NC3CCCCCC3)CC1)CCO2
  23%, 2

Three entries already listed, arranged by molar mass, ascending:
Each structure is followed by: AmpC detergent, HCMV antiviral
3. COc1cccc(NC(=O)C2CCN(S(=O)(=O)c3c(C)noc3C)CC2)c1
  16%, -6
4. Cc1cccc(Cc2c(C)nc3nc(SCC(=O)NC4CCCCC4)nn3c2C)c1
  9%, -21
14. CCCCn1cc(S(=O)(=O)c2ccc(C)c(C)c2)c(=O)c2cc(F)c(N3CCN(C)CC3)cc21
  -2%, -2

(listing goes on)
Each structure is followed by: AmpC detergent, HCMV antiviral
21. Cc1sc2ncn(CC(=O)N3CCN(c4cccc(Cl)c4)CC3)c(=O)c2c1S(=O)(=O)N1CCC(C)CC1
  7%, -10
22. COCCNC(=O)c1ccc2c(c1)NC(=O)C(CS(=O)(=O)Cc1ccc(F)cc1Cl)N2 (stereo not given)
  5%, 33
23. CCN(CC)CCNC(=O)C1CCN(c2nn3cc(-c4ccc(F)cc4)nc3s2)CC1
  -2%, ?
24. COc1cc(C(=O)Oc2c(Sc3ccc(C)cc3)c(C)nn2-c2ccccc2)cc(OC)c1OC
  ?, 0
25. COC(=O)c1ccc(NC(=O)c2cc3cc(C)ccc3n2C)cc1
  -2%, -6
26. COc1cc2nc(SCC(=O)Nc3c(C)cc(C)cc3C)n3nc(CCn4c(C)nc5ccccc54)nc3c2cc1OC
  4%, -21
27. COCCn1c(C)cc(O)c(C(c2ccc(OC)cc2)N2CCCCC2)c1=O (stereo not given)
  -7%, -10
28. COc1cc2[nH]c(=O)n(Cc3ccc(C(=O)N4CCN(c5ccc(Cl)cc5)CC4)cc3)c(=O)c2cc1OC
  4%, -9
29. CCOC(=O)N1CCc2c(sc(NCc3sccc3C)c2C(=O)Nc2ccc(OC)cc2OC)C1
  11%, -85*
30. CCC(C(=O)Nc1cc(F)ccc1F)n1nc(-c2cc(C)ccc2C)ccc1=O (stereo not given)
  11%, 27
31. CC(C)(C)c1ccc(C(=O)NCC(c2cccs2)S(=O)(=O)c2ccc(F)cc2)cc1 (stereo not given)
  0%, -31
32. CC1CCC(NC(=O)c2ccc(CSc3nc4ccncc4n3Cc3ccc(F)cc3)cc2)CC1 (stereo not given)
  19%, -93*
33. COc1ccc2c(c1)c1c(c(=O)n(-c3ccccc3)c(=O)n1CC(=O)NCCC1=CCCCC1)n2C
  1%, 23
34. Cc1ccc(CCNC(=O)c2ccc(NC(=O)N3CCSc4ccccc43)cc2)cc1
  8%, -2
35. O=C(CSc1cn(CC(=O)N2CCCC2)c2ccccc12)Nc1cc(C(F)(F)F)ccc1Cl
  1%, 12
36. CN(c1ccccc1)S(=O)(=O)c1ccc(NC(=O)c2cc(=O)c3ccccc3o2)cc1
  8%, 1
37. Cc1ccc(C(=O)c2oc3ccccc3c2NC(=O)Cc2coc3cc(C)ccc23)cc1
  -5%, 4
38. COc1cccc(CSc2nc3n(n2)C(c2ccccc2C)C(C(=O)Nc2ccccc2OC)=C(C)N3)c1 (stereo not given)
  -1%, -10
39. Cc1cc(C)cc(NC(=O)c2sc3nc(-c4cc5ccccc5oc4=O)[nH]c(=O)c3c2C)c1
  12%, 7
40. CN(C)c1ccc(C(CNC(=O)c2cccc(C(F)(F)F)c2)N2CCCC2)cc1 (stereo not given)
  -7%, -35
41. CCN(C(=O)Cn1nc(Cc2cccnc2)c2ccccc2c1=O)c1ccccc1F
  9%, ?
42. O=C1CC(c2c(Cl)cccc2Cl)c2c(ccc3ccccc23)N1 (stereo not given)
  5%, -14
43. COc1ccc(-c2noc(-c3nnn(-c4ccc(C)cc4C)c3C)n2)cc1
  -5%, 10
44. O=C(Nc1nc2n(n1)C(c1ccccc1)C=C(c1ccc(Cl)cc1)N2)c1ccco1 (stereo not given)
  9%, 6
45. O=C(Nc1ccccc1F)c1oc2ccccc2c1NC(=O)C12CC3CC(CC(C3)C1)C2
  6%, 10
46. CCC(C(=O)NCc1ccccc1)n1ncn2c(cc3occc32)c1=O (stereo not given)
  7%, 6
47. CN(C)C(=O)c1ccc2c(c1)N(CC(=O)NCc1ccccc1Cl)C(=O)C1CCCCN21 (stereo not given)
  7%, -9
48. Cc1ccc(NC(=O)c2nc(S(C)(=O)=O)ncc2N(Cc2ccco2)Cc2cccs2)cc1C
  -1%, -16
49. N#Cc1cc2c(=O)n3ccccc3nc2n(-c2nnc(SCc3ccc(F)cc3)s2)c1=O
  2%, 1
50. CCCN(C(=O)Nc1cn(CC(C)C)c(=O)c2ccccc12)c1ccc(F)cc1
  5%, -5
51. Cc1ccc2c(c1)-c1c(cnn1CC(=O)N1CCN(c3cc(Cl)ccc3C)CC1)CO2
  -1%, 1
52. Cn1cc(S(=O)(=O)c2ccccc2)c(=O)c2cc(F)c(N3CCN(c4ccccc4)CC3)cc21
  -1%, -4
53. CCOc1ccccc1Nc1sc(C(=O)c2ccccc2)c(N)c1C(=O)Nc1ccccc1
  -6%, 1
54. O=C(COc1ccc2oc3c(c2c1)CCCC3)Nc1ccc(Cl)cc1
  -3%, -31
55. Cc1oc(-c2ccccc2)nc1Cn1c(SCc2cccc(C(F)(F)F)c2)nc2cccnc21
  21%, -23
56. CCOc1ccccc1NC(=O)c1ccc2c(c1)CCN2S(=O)(=O)c1ccc(C)cc1
  16%, 19
57. Cc1ccc(-c2c(CN3CCN(c4cccc(C(F)(F)F)c4)CC3)csc2C)cc1
  -3%, -14
58. CC1CCN(S(=O)(=O)c2ccc3c(ccc(=O)n3CC(=O)NCc3ccc(Cl)cc3)c2)CC1
  5%, -10
59. Cc1ccc(C(=O)Nc2ccc3c(c2)N(C)C(=O)c2ccccc2S3)cc1F
  11%, -91*
60. O=C(Cn1nc2c(cc1=O)CCCC2)NCc1ccccc1Cl
  5%, 5

Two records picked at random from those above, as already listed:
Each structure is followed by: AmpC detergent, HCMV antiviral
53. CCOc1ccccc1Nc1sc(C(=O)c2ccccc2)c(N)c1C(=O)Nc1ccccc1
  -6%, 1
42. O=C1CC(c2c(Cl)cccc2Cl)c2c(ccc3ccccc23)N1 (stereo not given)
  5%, -14

Next section
Each structure is followed by: AmpC detergent, HCMV antiviral
61. Cc1ccc(CCNC(=O)c2ccc(CSc3nc4ccncc4n3Cc3ccc(F)cc3)cc2)cc1
  21%, -70*
62. CSc1nnc2c(n1)OC(c1cccc(O)c1Cl)Nc1ccccc1-2 (stereo not given)
  25%, 28
63. CCN(C(=O)Cn1c(=O)n(Cc2ccccc2)c(=O)c2c1c1cc(OC)ccc1n2C)c1ccccc1
  -1%, 16
64. CC(=O)N1CCN(c2csc3ccc(Br)cc3c2=O)CC1
  20%, 21
65. COc1ccc(NC(=O)Cn2c(=O)n(-c3ccccc3)c(=O)c3c4c(sc32)CCCC4)c(OC)c1
  19%, -7
66. O=C(NCc1ccccc1Cl)c1ccc2c(c1)ncn2-c1cccc(F)c1
  -8%, -31
67. COc1cccc(Nc2sc(C(=O)c3ccc(Cl)cc3)c(N)c2C(=O)NCc2ccc(C)cc2)c1
  11%, -80*
68. Cc1nc(-c2ccccc2)sc1-c1ccc(SCC(=O)NCc2ccc(F)cc2)nn1
  -1%, 1
69. Cc1ccc(C2=CC(c3ccc(Cl)cc3)n3nc(-c4ccc(C)cc4)nc3N2)cc1 (stereo not given)
  -1%, -38
70. CCOC(=O)C1CCCN(C(=O)Cn2ncn3c(cc4sc(CC)cc43)c2=O)C1 (stereo not given)
  18%, ?
71. COC(=O)CN1C(=O)CSc2ccc(S(=O)(=O)Nc3cc(C)ccc3C)cc21
  -2%, -71*
72. COc1ccc(CNC(=O)c2cccn2-c2nnc(N3CCCCC3)s2)c(OC)c1
  1%, 0
73. COc1ccc(C2Nc3ccccc3-c3cc(C)nn32)cc1OC (stereo not given)
  9%, -40
74. CCOC(=O)C1CCC(CN(Cc2ccc(OC)cc2)S(=O)(=O)c2ccc(F)c(C(=O)Nc3cc(Cl)ccc3OC)c2)CC1 (stereo not given)
  7%, -2
75. COc1ccc(CNC(=O)c2cc3c(-c4ccccc4F)nn(C)c3s2)c(OC)c1
  2%, -65*
76. Cc1ccc(NC(=O)Nc2nnc(SCC(=O)N3CCCCC3)s2)cc1
  0%, -87*
77. CC(C)CCOc1ccc(Cn2c(=O)sc3ccccc32)cc1
  22%, 4
78. Cc1ccccc1-c1nnc(CN2CCN(c3cc(Cl)ccc3C)CC2)o1
  5%, 15
79. CCn1nc(-c2ccccc2)c(-c2ccccc2)c(C(=O)OCCOC)c1=O
  4%, 48
80. CCc1ccc(NC(=O)CN2C(=O)CCSc3ccc(S(=O)(=O)N4CCCC4)cc32)cc1
  -3%, 15

Entries of single compounds as entered above. Values in the order: AmpC detergent	HCMV antiviral
`CCC(C(=O)NCc1ccccc1)n1ncn2c(cc3occc32)c1=O` (stereo not given) across the screens: 7%	6
`Cc1ccc(NC(=O)Nc2nnc(SCC(=O)N3CCCCC3)s2)cc1` across the screens: 0%	-87*
`CCOC(=O)c1ccc(NC(=O)c2nc(SCc3ccccc3F)ncc2Cl)cc1` across the screens: 7%	22
`Cc1ccc(C2=CC(c3ccc(Cl)cc3)n3nc(-c4ccc(C)cc4)nc3N2)cc1` (stereo not given) across the screens: -1%	-38
`CCN(CC)CCNC(=O)C1CCN(c2nn3cc(-c4ccc(F)cc4)nc3s2)CC1` across the screens: -2%	?

Next section:
Each structure is followed by: AmpC detergent, HCMV antiviral
81. CCOC(=O)c1c(S(=O)(=O)NCC(=O)Nc2cccc(CC)c2)c(C)n(C)c1C
  7%, -6
82. O=c1[nH]c(C2CCCN(S(=O)(=O)c3ccccc3Cl)C2)nc2c1nnn2Cc1ccc(OC(F)(F)F)cc1 (stereo not given)
  20%, 0
83. CCn1cc(C(=O)OCC(=O)Nc2cccc(C(C)=O)c2)c(=O)c2ccc(C)nc21
  10%, -2
84. COc1ccc(NC(=O)CN2C(=O)C(c3ccc(C)cc3)=NC23CCCCCC3)cc1Cl
  11%, -22
85. Cc1cc(C)c(NC(=O)CSc2ccc(-c3sc(-c4ccccc4)nc3C)nn2)c(C)c1
  11%, 1
86. CCOc1cc2c(cc1OCC)C(CC(=O)O)N(C(=O)Nc1ccc(Br)c(C)c1)CC2 (stereo not given)
  -5%, 108
87. CCCCSCCCNC(=O)C1CCN(Cc2nc(-c3cccc(Br)c3)oc2C)CC1
  22%, 11
88. Cc1ccc(NC(=O)CS(=O)(=O)c2nc(-c3ccc(C)cc3)cn2-c2ccc(C)cc2)cc1
  10%, 50

Screening data deposited in PubChem by National Center for Advancing Translational Sciences (NCATS).
